Compound activity from PubChem.
aSyn yeast rescue: alpha-synuclein toxicity suppression in yeast; Potency, µM (top dose mostly 46.1 µM), without a hit: at the top dose growth rescue (activation), actives largely listed as activators; S. cerevisiae alpha-synuclein toxicity rescue, BacTiter-Glo growth, 24 h; AID 1347070; hit rate 0.02% among 94,000; active = well fitted activation curve with a large enough effect; inconclusive = small, poorly fitted or top-dose-only effect; also: 0% is about no effect
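Growth restoration measured by BacTiter-Glo luminescence after 24 hr at 30 deg C; alpha-synuclein yeast, raffinose-pregrown to mid-log, were added at OD600=0.02 in galactose medium onto pinned compounds.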
Starred values were filed as active, the others as inactive; ? = inconclusive; [ ] = dose if it differs, or a comment. Potency is read from the fitted curve at half-maximal effect. Only part of the results is shown; count on the stated rates, not on these rows.

Structure,aSyn yeast rescue
CC(OC(=O)C1CC(=O)N(Cc2ccccc2)C1)C(=O)Nc1ccc(F)cc1Cl (stereo unspecified),7.0%
COc1ccc(NC(=O)COCc2cc(-c3cccs3)on2)cc1,-2.3%
Cc1cc(C)c2c(=O)cc(C(=O)Nc3nc4ccc(F)cc4s3)oc2c1,0.4%
O=C(Nc1cccc(C(=O)OCc2cc(=O)n3c4c(sc3n2)CCCC4)c1)c1ccccc1,2.5%
Cc1ccc(S(=O)(=O)N2CCC(C(=O)Nc3nnc(-c4ccc(F)cc4)s3)CC2)cc1,-2.9%
CCCC(=O)NCCc1nc2ccccc2n1CCC,1.6%
COc1cc2c(cc1OC)C(c1cc(OC)c(O)c(OC)c1)CC(=O)N2 (stereo unspecified),-7.2%
Cc1cc2c(cc1C)NC(=O)C(C)CN2 (stereo unspecified),-8.7%
CC1CCN(C(=O)c2ccc(NC(=O)c3cccs3)cc2)CC1,14.6%
O=C(Cn1cc(S(=O)(=O)Cc2ccccc2Cl)c2ccccc21)NCc1ccccc1Cl,-64.0%[inhibitor]
CCOc1ccc(CN2CCN(Cc3cccc4c3OCO4)CC2CCO)cc1 (stereo unspecified),-16.5%
COc1ccc(C(=O)NC2(C(F)(F)F)C(=O)Nc3c2c(=O)[nH]c(=O)n3CCc2ccc(OC)c(OC)c2)cc1 (stereo unspecified),-2.5%
CCc1ccc(NC(=O)CCc2nnc3n(C)c(=O)c4sccc4n23)cc1,-1.4%
C[C@@H]1Cn2cnc(C(=O)Nc3cccc(Cl)c3)c2C(=O)N1,6.4%
CCc1nnc(NC(=O)c2cc(=O)c3cc(C)ccc3o2)s1,1.4%
COc1ccccc1CCNC(=O)c1ccc(NC(=O)N2CC(C)Sc3ccccc32)cc1 (stereo unspecified),8.9%
CCN(C(=O)c1nn(C)c2c1CSc1ccccc1-2)c1cccc(C)c1,0.5%
N#Cc1cc2c(=O)n3ccccc3nc2n(CCCn2ccnc2)c1=N,4.5%
O=C(O)Cn1c2ccccc2c2nc3ccccc3nc21,13.5%
O=C1NCCN(Cc2ccoc2)C1CC(=O)N(CCO)Cc1ccccc1 (stereo unspecified),-2.6%
O=C(Nc1cccc(Cl)c1)c1cc2c(=O)[nH]c3ccccc3c2s1,7.9%
COc1ccc(CNC(=O)c2ccc(Cl)c(S(=O)(=O)N3CCCCCC3)c2)cc1,-6.0%
COc1ccc2c(=O)c(-c3ccccc3)coc2c1,-3.8%
COc1ccc(-c2nc3c(c(SCC(=O)Nc4ccccc4OC)n2)Cc2cccc(C)c2O3)cc1,4.5%
Cc1ccc(C(=O)COC(=O)c2cc(-c3ccccc3)nc3ccccc23)cc1C,-9.1%
Cc1cccc(-n2ccnc2SCC(=O)Nc2ccc(F)cc2F)c1C,-6.3%
CNc1ccc([N+](=O)[O-])cc1-c1nc2ccccc2[nH]c1=O,-8.1%
Cn1c2ccccc2c2nnc(SCC(=O)NC3CCCC3)nc21,-0.6%
COc1ccc(-c2nc3cc(C)ccn3c2NC(=O)c2ccc(C)c(C)c2)cc1,5.8%
CCN1CCN(c2c(S(=O)(=O)c3ccc(Cl)cc3)cnc3ccccc23)CC1,-2.7%
Cn1c(=O)c2c(-c3cccc(Br)c3)c(C#N)c(N)nc2n(C)c1=O,-5.2%
COc1ccc(OCc2nc(-c3ccc(OC)c(OC)c3)no2)cc1,-4.2%
CCOc1cccc2sc(NC(=O)CS(=O)(=O)c3ccc(C)cc3)nc12,-8.4%
CCN(CC)CCCNC(=O)c1ccc2c(c1)sc1nc(-c3ccc(C)cc3)cn12,-17.4%
COc1ccc(CCN2C(=O)N(c3ccc(F)cc3)C(=O)C2CC(=O)Nc2ccc(F)c(F)c2)cc1 (stereo unspecified),1.7%
Cc1cc(C)c2c(c1)c(C)cc1nnc(SCC(=O)c3ccccc3)n12,0.5%
O=C(Nc1cnc2ccccn2c1=O)c1ccc(Cl)cc1Cl,-8.2%
Cc1ccccc1C(=O)Nc1nnc(S(=O)(=O)N(C)Cc2ccc(Cl)cc2)s1,2.1%
CCOC(=O)c1ccc(CN(Cc2ccc(F)cc2)S(=O)(=O)c2ccc(F)c(C(=O)Nc3ccccc3C(F)(F)F)c2)cc1,-2.5%
Cc1cc(O)c(C(c2ccccc2)N2CCN(C)CC2)c(=O)n1Cc1ccco1 (stereo unspecified),1.5%
O=C(C1CCC(Cn2c(=O)c3sccc3n(Cc3ccccc3)c2=O)CC1)N1CCCCC1 (stereo unspecified),8.0%
CC1CN(CC(=O)NCc2ccc(F)cc2)CC(C)O1 (stereo unspecified),2.0%
CC1(c2ccccc2)NC(=O)N(CC(=O)Nc2ccccc2N2CCCC2)C1=O (stereo unspecified),1.1%
CCOc1ccc(CN(C)C(=O)c2ccc(=O)[nH]c2)cc1,-9.7%
COc1ccc(NC(=O)c2cc(C(C)=O)n3ccccc23)cc1Cl,-2.2%
COc1ccc(CN(C)C(=O)C2CSC3(C)CCC(=O)N23)cc1 (stereo unspecified),6.2%
CCCCCC(=O)NC(=S)Nc1cccc(-c2nc3ncccc3o2)c1,-6.9%
Cc1cccc(-c2nnc(SCCC(=O)O)o2)c1,7.2%
Cn1nc(C(=O)NCCc2ccc(Cl)cc2)c2c1-c1ccccc1SC2,-8.3%
O=C(CN(c1ccccc1Cl)S(=O)(=O)c1ccccc1)N/N=C/c1ccccc1C(=O)O,-0.6%
CCNC(=O)CNC(=O)c1nn(Cc2ccccc2)c(=O)c2ccccc12,-3.7%
COCCCn1c(=N)c(C(=O)NC2CCCCC2)cc2c(=O)n3cc(C)ccc3nc21,-3.5%
O=C(C1CC=CCC1)N1CCCCCC1 (stereo unspecified),7.7%
CN(C(=O)c1nn(C)c2c1COc1ccccc1-2)c1cccc(C(F)(F)F)c1,0.4%
COc1ccc(CN2C(=O)c3oc4ccccc4c(=O)c3C2c2ccc(O)cc2)cc1 (stereo unspecified),-10.0%
O=C(NCc1ccncc1)C(=O)NCC1OCCN1S(=O)(=O)c1ccccc1 (stereo unspecified),3.0%
Cc1ccc(S(=O)(=O)N(C)C)cc1NC(=O)C(C)NC(C)c1cccs1 (stereo unspecified),7.1%
COc1cccc(NC(=O)CN(C)C(=O)c2cc(S(=O)(=O)N3CCCCC3)ccc2Cl)c1,1.0%
Nc1cc(OC(=O)c2c(F)cccc2Cl)nn1S(=O)(=O)c1ccccc1,4.8%
CC1(C)CC(=O)C(C2C3=C(CC(C)(C)CC3=O)Oc3ccccc32)C(=O)C1 (stereo unspecified),1.3%

More results follow.
Structure,aSyn yeast rescue
O=C(NCCc1ccc(Cl)cc1Cl)c1cc([N+](=O)[O-])c[nH]c1=O,-0.9%
COc1ccc(C(=O)Nc2ccccc2C(=O)N/N=C/c2ccncc2)cc1OC,-54.2%[inhibitor]
COc1ccc(N2CCN(C(=O)C(NC(=O)c3c(F)cccc3F)C(C)C)CC2)cc1 (stereo unspecified),-3.9%
CC(C)(C)C(=O)Nc1ccc2nc(SCC(=O)N3CCCC3)sc2c1,-3.2%
CCN1CCC(N(Cc2ccc3c(c2)OCO3)C(=O)Nc2cc(Cl)ccc2C(=O)OC)CC1,-6.7%
CN(C)c1ccc(CNC(=O)CN(C)S(=O)(=O)c2ccc3c(c2)c(=O)n(C)c(=O)n3C)cc1,1.2%
COc1ccc(NC(=O)Cn2nc(C(=O)O)c3ccccc3c2=O)cc1OC,-3.0%
COc1ccc([C@H]2C[C@H](n3cc(COC(=O)c4ccccc4)nn3)[C@@H](O)CN2C(=O)c2cccs2)cc1,11.4%
COc1ccc(N2CCN(C(=O)Cc3csc(NC(=O)Nc4ccccc4OC)n3)CC2)cc1,4.5%
CC1=C(C(=O)Nc2ccc(C)cc2C)C(c2ccccc2[N+](=O)[O-])n2ncc(C(=O)Nc3ccccc3)c2N1 (stereo unspecified),3.3%
Cc1ccc(CNC(=O)CCc2c(C)nc3c(-c4ccc(F)cc4)c(C)nn3c2C)cc1,?
CN(C)c1ccc(NC(=O)CN2C3CCCC2CC(NC(=O)c2ccccc2)C3)cc1 (stereo unspecified),2.1%
CSc1cccc(N2C(=O)N(CC(=O)NCc3ccccc3Cl)c3ccccc3S2(=O)=O)c1,-2.0%
CCN(Cc1cc(=O)[nH]c2ccccc12)C(=O)C(C)C,4.8%
O=C(O)/C=C/C(=O)Nc1cccnc1,-2.4%
NC(=O)CN1C(=O)/C(=c2\sc3nc(=O)c(Cc4ccccc4)nn3c2=O)c2ccccc21,3.9%
CC(=O)Nc1ccc(S(=O)(=O)NC(C)C(=O)NC(C)c2ccccc2)cc1 (stereo unspecified),-6.4%
O=C(NCc1cccnc1)Nc1cccc(NC(=O)NCc2cccnc2)c1F,0.4%
Cc1ccsc1-c1nc(CSCC(=O)NCc2ccc3c(c2)OCO3)c(C)o1,-3.2%
Cc1ccc(S(=O)(=O)N(CC(=O)O)c2ccc(Cl)c(C(F)(F)F)c2)cc1,-2.4%
O=c1c(N2CCN(c3cccc(Cl)c3)CC2)csc2ccc(Cl)cc12,-16.8%
Cc1ccc(-n2c(-c3cccc(C)c3)nc3c(cnn3-c3ccccc3)c2=O)cc1,8.1%
O=C(Nc1nnc(S(=O)(=O)N2CCCC2)s1)c1ccccc1Br,-2.1%
Nc1ccc(Cc2ccc(N)c(O)c2)cc1O,-7.2%
COc1ccc([N+](=O)[O-])cc1N(CC(=O)NC1CCCC1)S(C)(=O)=O,-5.4%
COc1ccc(CC(=O)Oc2ccccc2Cl)cc1S(=O)(=O)N1CCOCC1,-8.6%
CCOC(=O)c1cc(S(=O)(=O)Nc2cc(C)c(Cl)cc2OC)[nH]n1,-7.5%
CCCNC(=O)Cn1nc(-c2ccc(C)c(C)c2)c2cnc3ccc(F)cc3c21,-10.0%
COc1cc(Cl)c(NC(=O)c2cc(S(=O)(=O)N3CCCCC3)c[nH]2)c(OC)c1,-8.5%
C[C@H]1CN([C@@H](C)CO)C(=O)c2cc(C#CC3CCCC3)cnc2O[C@H]1CN(C)C(=O)Cc1ccccn1,3.6%
CCc1ccc(C(=O)c2cn(CC(=O)Nc3cccc(OC)c3)c3cc4c(cc3c2=O)OCO4)cc1,-3.6%
COc1ccc2c(c1)c(CC(=O)Nc1cccc(F)c1C)c(C)n2C(=O)c1ccc(Cl)cc1,-9.6%
COc1ccccc1NC(=O)CSc1nc(O)c(C/C=C/c2ccccc2)c(=O)[nH]1,5.3%
CCN(CC)C(=O)C1=C(C)N(CCCOC)C(=O)C(CC(=O)NCCc2ccccn2)C1 (stereo unspecified),-1.7%
CCc1nn2c(=O)cc(COC(=O)COc3ccc(OC)cc3)nc2s1,-2.9%
CC(=O)N1CCC(N(Cc2ccco2)C(=O)Nc2ccc(C)c(Cl)c2)CC1,-5.4%
O=S1(=O)CCN(Cc2cccc(C(F)(F)F)c2)CC1,-10.9%
O=C(O)COc1ccccc1C1Nc2ccccc2-c2nnc(SCc3ccc(Cl)cc3)nc2O1 (stereo unspecified),5.3%
CCn1c(=O)n(-c2ccc(F)cc2)c(=O)c2sc3ccccc3c21,-9.3%
COC(=O)c1ccccc1NC(=O)c1oc2ccc3c(c2c1C)C(=O)CC(C)(C)O3,0.5%

Gathered by group: the compounds so far with a CF3 group
Structure,aSyn yeast rescue
COc1ccc(C(=O)NC2(C(F)(F)F)C(=O)Nc3c2c(=O)[nH]c(=O)n3CCc2ccc(OC)c(OC)c2)cc1 (stereo unspecified),-2.5%
CCOC(=O)c1ccc(CN(Cc2ccc(F)cc2)S(=O)(=O)c2ccc(F)c(C(=O)Nc3ccccc3C(F)(F)F)c2)cc1,-2.5%
CN(C(=O)c1nn(C)c2c1COc1ccccc1-2)c1cccc(C(F)(F)F)c1,0.4%
Cc1ccc(S(=O)(=O)N(CC(=O)O)c2ccc(Cl)c(C(F)(F)F)c2)cc1,-2.4%
O=S1(=O)CCN(Cc2cccc(C(F)(F)F)c2)CC1,-10.9%

Continuation:
Structure,aSyn yeast rescue
C[C@@H]1CN([C@H](C)CO)C(=O)CCCn2nncc2CO[C@H]1CN(C)Cc1ccc2cccnc2c1,-1.3%
CC1CCN(C(=O)Cn2ncc3c4ccccc4n(C)c3c2=O)CC1,13.0%
CC(NC(=O)c1sc2ncccc2c1-n1cccc1)c1ccccc1 (stereo unspecified),-7.4%
COc1cccc(NS(=O)(=O)c2nc3nc(C)cc(C)n3n2)c1,-4.9%
CC1CC(NC(=S)N(C)C)CC(C)(C)C1 (stereo unspecified),-4.4%
Cc1ccc(C(=O)Nc2ccc(Br)cc2)cc1S(=O)(=O)N1CCOCC1,-44.1%[inhibitor]
Cc1ccc(C)c(N2CCN(C(=O)CN3CCSc4ccccc43)CC2)c1,?
CCCCOC(=O)c1cccc(NC(=O)/C=C/c2ccccc2Cl)c1,-13.9%
COc1ccc(C(CNC(=O)c2cccc(NS(=O)(=O)c3ccc(Br)cc3)c2)N(C)C)cc1 (stereo unspecified),0.0%
Cc1cccc(N2CCN(Cc3nnc(-c4ccc5c(c4)OCO5)o3)CC2)c1C,-3.7%
CCOc1ccc(NC(=S)NC(C)CCc2ccccc2)cc1 (stereo unspecified),10.8%
Cc1ccc(-c2nc3ccc(Cl)cn3c2Nc2ccccc2C)s1,1.9%
CC(C)(C)N(NC(=O)Nc1ccc(F)cc1)C(=O)c1ccccc1,-4.8%
O=C(c1ccc(Cl)cc1)N1N=C(c2ccccn2)CC1(O)C(F)(F)F (stereo unspecified),11.7%
